High-throughput results from PubChem.
PKA-R1A activ – activates the PKA-R1A holoenzyme complex. P00514+P68181. PKA-R1A dissociation, Cy5-IP20 fluorescence polarization; scaled: DMSO 0%, 113 µM cGMP 100%. activation, % at 11.4 µM. 340,000 tested, 0.083% active. AID 504707;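 active means percent activation above the mean of all tested compounds plus 3 SD, cut at about 19% in these data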;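 further: higher means more PKAc released from R1A so a rise in polarization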
Mot1-301 SUMO – blocks SUMOylation pathway, rescuing yeast Mot1-301 growth; growth rescue, % at 18.8 µM; 320,000 tested, 1% active; S. cerevisiae Mot1-301 growth rescue, ATP luminescence, 38.5C; percent above DMSO median, 100 means doubled; AID 2716;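 active means every valid replicate shows activation above 250% relative to neutral control wells; inactive means the rest, any valid replicate at or below 250%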;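 further: OY570 slx delta 5 strain wells were the positive control but not used for scaling; some compounds called inactive have numbers as strong as hits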
SR-BI DiI inh – inhibitors of mouse SR-BI mediated HDL lipid uptake; inhibition, % at 12.5 µM; AID 488896; Q61009; 320,000 tested, 0.96% active; ldlA[mSR-BI] CHO cells, DiI-HDL uptake fluorescence, 3 h;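 active means mean replicate inhibition of at least 70% and a set share of replicates each scoring 70 or more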;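 further: 0% = median of neutral control wells and 100% = median of positive control wells; values of inactives mirror those of a sister screen read the other way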
dFosB act – mouse delta FosB homodimer activation. activation, % at 25 µM. P13346. 340,000 tested, 0.99% active. AID 493131. purified delta FosB, TAMRA-CDK5 oligo fluorescence polarization; percent of positive-control signal above neutral wells;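 active means mean activation above about 17%, with every replicate also reaching it, limit read from the data, passing the limit was not always enough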;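 further: fluorescence polarization rise as delta FosB binds a TAMRA Cdk5 AP-1 oligo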
SR-BI uptake up – activators of SR-BI mediated HDL lipid uptake. CHO ldlA[mSR-BI] cells, DiI-HDL uptake fluorescence, 3 h; 100 = double the neutral-control signal. AID 504775. 320,000 tested, 0.096% active. activation, % at 12.5 µM;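 active means mean replicate activation of at least 60% and every replicate at or above 60%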;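 further: 0% = median plate neutral-control signal and 100% = twice that signal; values of inactives mirror those of a sister screen read the other way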
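Assay system: CHO ldlA[mSR-BI] cells, LDL receptor-null, SR-BI overexpressing; medium: Ham's F12 with 0.5% BSA, HEPES 25 mM, pH 7.4; also added: DiI-HDL 10 µg/mL; timing: 3 h uptake period with compound, 37 °C; signal: DiI fluorescence, bottom read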
Pemphigus Ab inh – blocks pemphigus antibody binding to human desmoglein-3; DSG3-coupled beads, scFv-anti-DSG3-GFP binding, flow cytometry; stronger effect = lower value; binding (percent of control), % at 10 µM; 310,000 tested, 0.48% active; AID 588358;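 active means binding more than 3 SD below its plate's average and above zero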;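 further: hits lower antibody fragment binding to DSG3; some compounds called inactive have numbers as strong as hits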
PKA-R2B activ – activators of human PKA-R2B complex; P22694+P31323; PKA-R2B holoenzyme dissociation, Cy5-IP20 fluorescence polarization; R2B truncated from residue 108, S112A mutant; 0% DMSO only, 100% 113 µM cGMP; activation, % at 11.4 µM; 340,000 tested, 0.079% active;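 active means activation above a cutoff set at the mean over all compounds plus 3 SD, cut at about 18% in these data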;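 further: higher means more holoenzyme dissociation and a rise in polarization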
NSD2 HMT inh – inhibitors of human histone methyltransferase NSD2 | AID 743445 | 310,000 tested, 0.54% active | NSD2 peptide methylation, AlphaScreen, 120 min | inhibition, % at 12.5 µM | O96028; in the data active means inhibition above about 50%
Target sequence (O96028 whole entry, looked up): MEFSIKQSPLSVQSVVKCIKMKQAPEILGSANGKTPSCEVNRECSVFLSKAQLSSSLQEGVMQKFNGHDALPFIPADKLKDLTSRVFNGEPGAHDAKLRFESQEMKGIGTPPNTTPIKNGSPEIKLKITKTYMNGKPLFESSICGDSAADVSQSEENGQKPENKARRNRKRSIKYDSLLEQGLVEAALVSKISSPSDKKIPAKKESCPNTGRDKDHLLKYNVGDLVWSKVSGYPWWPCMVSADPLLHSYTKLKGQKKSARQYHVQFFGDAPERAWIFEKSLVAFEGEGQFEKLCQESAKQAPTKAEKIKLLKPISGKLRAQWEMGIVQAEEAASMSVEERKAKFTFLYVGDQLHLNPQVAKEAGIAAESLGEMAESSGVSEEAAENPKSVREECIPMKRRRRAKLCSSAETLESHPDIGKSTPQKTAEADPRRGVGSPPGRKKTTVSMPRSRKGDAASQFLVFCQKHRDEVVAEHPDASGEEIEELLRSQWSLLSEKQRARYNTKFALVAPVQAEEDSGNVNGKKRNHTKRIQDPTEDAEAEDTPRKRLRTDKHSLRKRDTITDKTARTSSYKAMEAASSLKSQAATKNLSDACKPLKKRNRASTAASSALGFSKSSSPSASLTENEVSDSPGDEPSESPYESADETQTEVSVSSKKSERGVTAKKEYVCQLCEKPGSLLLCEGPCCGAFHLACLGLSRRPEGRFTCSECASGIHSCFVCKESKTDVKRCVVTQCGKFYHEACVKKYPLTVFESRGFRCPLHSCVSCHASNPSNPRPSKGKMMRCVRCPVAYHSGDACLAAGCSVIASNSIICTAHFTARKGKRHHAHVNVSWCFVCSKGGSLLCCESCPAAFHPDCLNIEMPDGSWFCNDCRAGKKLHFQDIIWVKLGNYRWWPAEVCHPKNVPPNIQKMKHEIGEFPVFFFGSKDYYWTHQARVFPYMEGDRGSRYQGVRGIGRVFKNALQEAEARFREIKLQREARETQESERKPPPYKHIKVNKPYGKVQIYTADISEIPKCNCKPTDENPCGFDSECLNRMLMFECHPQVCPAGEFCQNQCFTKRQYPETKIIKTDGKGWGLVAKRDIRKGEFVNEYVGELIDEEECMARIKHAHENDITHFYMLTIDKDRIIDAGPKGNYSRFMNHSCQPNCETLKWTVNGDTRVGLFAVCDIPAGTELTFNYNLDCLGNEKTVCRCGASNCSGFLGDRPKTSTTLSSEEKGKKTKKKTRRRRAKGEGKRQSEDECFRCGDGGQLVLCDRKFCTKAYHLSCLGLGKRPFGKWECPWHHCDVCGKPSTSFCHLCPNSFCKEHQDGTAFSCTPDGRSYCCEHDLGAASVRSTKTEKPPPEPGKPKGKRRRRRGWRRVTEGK
MITF TRPM1 HTS – increases MITF-driven TRPM1 promoter luciferase signal; SK-MEL-5 TRPM1-promoter luciferase, 24 h; % of positive control, neutral wells = 0; activation, % at 12.5 µM; 300,000 tested, 0.75% active; AID 588334;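 active means mean activation of at least 80% with every replicate also reaching 80%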;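 further: 0% = neutral control wells and 100% = parthenolide positive control wells; values of inactives mirror those of a sister screen read the other way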
CDK5 p35 inh – blocks human CDK5/p35 kinase activity | 330,000 tested, 0.01% active | Q00535+Q15078 | Recombinant CDK5/p35, ADP-Glo luminescence, 60 min | inhibition, % at 10 µM;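 active means highest replicate inhibition of at least 50% and at least 75% of replicates reaching 50%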;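 further: plate controls were DMSO neutral control for no effect and GW8510 at 10 µM for full effect; many of its hits are not listed in these tables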
Arrestin-AP2 inh – human beta-arrestin and AP2 interaction inhibition | FITC-arrestin peptide / GST-AP2 beads, flow cytometry; AP2 beta2 appendage carries R879A mutation | inhibition, % at 10 µM | 340,000 tested, 0.31% active | AID 504490;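 active means inhibition above a set limit, near 3 SD of compounds lacking own fluorescence, cut at about 54% in these data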;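 further: plate controls were DMSO wells for no effect and 5 µM unlabelled arrestin peptide for full effect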
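Assay system: GST-AP2 R879A bound to glutathione beads, E. coli-expressed; Medium: PBS with 0.05% Tween 20 and 0.1% BSA; Also added: fluorescein-tagged arrestin peptide at 50 nM final; Timing: 12 min plus 1 h, RT; Measured by: flow cytometry, FL1 (488/535 nm); Evaluation: percent drop in bead-associated FITC signal.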
Active calls of the source: *; · = not tested or not shown; & = joins results of further samples.

#	smiles	PKA-R1A activ	Mot1-301 SUMO	SR-BI DiI inh	dFosB act	SR-BI uptake up	Pemphigus Ab inh	PKA-R2B activ	NSD2 HMT inh	MITF TRPM1 HTS	CDK5 p35 inh	Arrestin-AP2 inh
1	O=C(c1ccc(NS(=O)(=O)c2cccc(F)c2)cc1)N1CCCCC1	7	-15	-14	-3	14	106	-1	0	-11	-1.3	-9
2	CC(C)OCC(O)CS(=O)(=O)Cc1ccccc1 (centres undefined)	-5	1	18	3	-18	103	-12	-2	9	-0.4	3
3	CCN1CCN(c2ccc(S(=O)(=O)N3CCCCC3)cc2NC(=O)C(C)Oc2ccc(F)cc2)CC1 (centres undefined)	0	-1	-6	-16	6	104	-6	5	0	0.1	-12
4	O=C(Nc1ncccn1)c1ccc([N+](=O)[O-])cc1Cl	6	-9	8	0	-8	110	-2	-1	·	0.9	15
5	O=C(CCn1nnc(-c2cccs2)n1)NCc1ccccc1Cl	0	-4	-3	-2	3	103	-4	2	10	5.9	5
6	COc1cc(C(=O)N(C)CCOc2ccc(C)cc2)ccc1OC1CCN(C(C)=O)CC1	4	-1	2	-5	-2	107	15	-1	-2	-0.6	13
7	CC(=O)c1c(C)oc2ccc(O)c(CN3CCOCC3)c12	-1	-3	-3	3	3	102	0	-4	-4	0.7	1
8	Cc1ccc(CNC(=O)C2CCC(=O)N(C3CCCC3)C2)c(F)c1F (centres undefined)	-11	3	2	-4	-2	114	3	·	-3	1.0	-1
9	C=CCn1c(SCC(=O)/C(C#N)=C(\C)N)nc2sc(CC)cc2c1=O	-6&-2	-23	18&-1	9&5	-18&1	91	-4&-6	1&7	1&8	0.5&-0.2	-3&-1
10	COc1nc(-c2ccccc2)ccc1-c1noc(COc2ccccc2)n1	-3	-8	18	-11	-18	·	0	-3	7	0.9	-6
11	Cc1cccc(CNc2ncnc3[nH]ncc23)c1	-5	·	1	-5	-1	89	2	0	17	1.6	8
12	CCc1ccc2c(CN(C)Cc3ccccc3OC)cc(=O)oc2c1	1	3	1	-12	-1	94	-15	37	31	-0.2	-14
13	CCOC(=O)c1c(NC(=O)C2=C(C)NC(=S)NC2c2ccc(C)cc2)sc(C)c1C (centres undefined)	-4	18	72*	-14	-72	106	-2	-3	-4	-0.5	0
14	Cn1cnnc1SCC(=O)Nc1ccc2ccccc2c1	-6	36	-24	-5	24	101	-1	2	21	-2.6	-6
15	CC(=O)c1ccc(NC(=O)CSc2ccc(-c3ccc(-n4cccn4)cc3)nn2)cc1	6	-16	3	15	-3	97	12	2	24	0.5	-6
16	COCCn1c(Cc2cccn2C)nnc1SCC(=O)NCc1ccc2c(c1)OCO2	-5	15	-4	-1	4	88	3	-2	-5	0.8	-6
17	O=C(NCC1CCCO1)C1CCC(=O)N1Cc1ccccc1Cl (centres undefined)	-13	-24	-30	1	30	104	-13	1	15	-0.7	8
18	O=C(Nc1ccccn1)c1ccc(Cl)c(S(=O)(=O)N2CCOCC2)c1	0	-18	-2	-5	2	·	-7	-2	-3	-1.2	17
19	Oc1ccc(/C=N/N2CCCCC2)c(O)c1	-15	15	-7	-4	7	100	-9	6	·	2.3	-2
20	CC(=O)NCC(=O)OCC(=O)c1ccc(C)c(C)c1	-11	5	-17	-1	17	100	2	-4	-2	1.6	-8
21	CCO/C=C1/C(=O)N(CC)c2ccccc21	0	8	-5	0	5	100	-5	·	-4	-0.9	6
22	CN(C)S(=O)(=O)c1ccc(Cl)c(NC(=O)COC(=O)/C=C/c2cnc3ccccc3n2)c1	-8	253	·	10	·	102	-7	17	3	-1.8	-9
23	Cc1ccc(S(=O)(=O)N2CCC[C@H]2C(=O)OCc2nc3ccccc3s2)cc1	-6	·	-2	-4	2	·	-6	2	-6	-0.8	5
24	COc1cc(CC(NC(C)=O)C(=O)NC2CCN(c3nc(C)cc(C)c3C#N)CC2)cc(OC)c1 (centres undefined)	0	38	10	0	-10	98	9	-2	-5	-0.1	4
25	CC(C)Cc1nnc(NC(=O)CC(C)c2ccccc2)s1 (centres undefined)	-7	2	-9	-1	9	109	-8	2	-7	1.6	32
26	CC1CN(C(=O)C(C)N2CCN(c3cccc(Cl)c3)CC2)CC(C)O1 (centres undefined)	0	80	5	4	-5	100	-1	-5	6	0.5	29
27	COC(=O)c1sccc1NC(=S)N1CCN(c2cc(C)ccc2C)CC1	-12	-11	3	-7	-3	96	-9	-3	1	0.4	4
28	CC(C)N(c1ccccc1)c1ccc(NC(=O)C2CCCO2)cc1 (centres undefined)	-1	4	16	-3	-16	·	4	8	-5	-2.0	37
29	COc1ccc(OC)c(S(=O)(=O)N2CCC(C(=O)Nc3ccc(C)c(C)c3)CC2)c1	-11	-15	40	-15	-40	·	2	0	-8	-0.3	-4
30	Cc1ccccc1/C=C/c1cc[n+](C)cc1	9	-10	-17	-3	17	100	9	22	11	0.3	-21
31	Cc1cc(NC(=O)COC(=O)c2cccc(O)c2)no1	-11	13	-21	6	21	98	-5	-1	-13	-2.6	29
32	COc1cccc(N2CC(C)Cn3c2nc2c3c(=O)[nH]c(=O)n2C)c1 (centres undefined)	-11	-17	3	2	-3	95	-16	0	-9	1.6	15
33	CCOc1ccc(NC(=S)NC(=O)/C=C/c2ccc(OC)c(OC)c2)c([N+](=O)[O-])c1	-2	46	41	25*	-41	89	-3	-7	-54	-1.7	19
34	CCOC(=O)N1CCN(CC(O)COC(CC)c2ccccc2)CC1 (centres undefined)	1	148	-10	-2	10	98	-2	·	-21	-1.2	-6
35	Cc1ccc(S(=O)(=O)Nc2cc(C(=O)NCCN3CCCC3)ccc2N2CCCCC2)cc1	2	·	-12	2	12	100	-13	-2	4	-1.8	22
36	CCN(C(=O)c1cc(S(=O)(=O)N2CCCCC2)c[nH]1)c1ccc(OC)cc1	-6	-3	-23	-10	23	108	3	·	6	-1.1	-1
37	Cc1cc(N/C(=N/S(=O)(=O)c2cc(F)ccc2F)c2ccccc2)n(-c2ccccc2)n1	-15	7	2	-1	-2	98	-1	-1	6	-1.9	-11
38	COc1ccccc1N1CSC2=C(C#N)C(c3ccc(SC)cc3)CC(=O)N2C1 (centres undefined)	-2	13	38	-10	-38	106	-7	·	1	-1.1	17
39	S=C(N/N=C/c1ccccc1Cl)Nc1cccc(Cl)c1Cl	0	-7	50	36*	-50	117	5	-1	-2	-0.2	-5
40	C=CCNC(=O)c1ccc2c(c1)nnn2C	-5	95	-12	0	12	109	-2	1	·	-1.2	22
41	O=C1c2cccc3c(N4CCCCC4)ccc(c23)C(=O)N1c1ccccn1	-5	2	-9	7	9	104	-5	-5	0	3.6	-4
42	CC1Cc2cc(/C(O)=C3/C(=O)C(=O)N(Cc4ccncc4)C3c3ccc(N(C)C)cc3)ccc2O1 (centres undefined)	11	200	-16	-6	16	111	8	1	-12	·	-13
43	CCCc1cc(C(=O)Nc2cc(Br)ccc2O)no1	-6	169	-5	0	5	111	-9	·	·	1.2	7
44	CCc1ccc(C(=O)NCC2(c3ccccc3)CCOCC2)o1	7	·	-23	-4	23	101	-1	·	72	0.1	21
45	COc1cc(OC)c(-c2nc3ccccc3s2)cc1OC	-4	-16	71*	-17	-71	103	9	0	0	-1.6	15
46	COc1ccccc1CN1CCNC(=O)C1CC(=O)NCCc1cnccn1 (centres undefined)	0	13	·	-4	·	97	4	·	11	0.4	40
47	CCN(c1ccccc1)S(=O)(=O)c1ccc(C(=O)NCc2ccco2)cc1	4	·	47	-12	·	104	2	·	-11	0.7	16
48	CCOc1ccccc1N1CCN(C(=O)c2c(C)noc2C)CC1	-14	5	-14	0	14	104	3	-14	15	1.6	0
49	Cc1ccc(C2(c3ccccc3)NC(=O)N(CC(=O)NC3(C#N)CCCC3)C2=O)cc1C (centres undefined)	-9	3	-12	-16	12	108	-1	41	0	-5.9	1
50	CCOCCCN(C)C1CCN(C(=O)c2oc3ccccc3c2NC(=O)COc2ccc(F)cc2)CC1	-4	6	-13	-6	13	99	-7	5	22	-1.0	28

Entries 41 to 50, reprinted for reference:
#	smiles	PKA-R1A activ	Mot1-301 SUMO	SR-BI DiI inh	dFosB act	SR-BI uptake up	Pemphigus Ab inh	PKA-R2B activ	NSD2 HMT inh	MITF TRPM1 HTS	CDK5 p35 inh	Arrestin-AP2 inh
41	O=C1c2cccc3c(N4CCCCC4)ccc(c23)C(=O)N1c1ccccn1	-5	2	-9	7	9	104	-5	-5	0	3.6	-4
42	CC1Cc2cc(/C(O)=C3/C(=O)C(=O)N(Cc4ccncc4)C3c3ccc(N(C)C)cc3)ccc2O1 (centres undefined)	11	200	-16	-6	16	111	8	1	-12	·	-13
43	CCCc1cc(C(=O)Nc2cc(Br)ccc2O)no1	-6	169	-5	0	5	111	-9	·	·	1.2	7
44	CCc1ccc(C(=O)NCC2(c3ccccc3)CCOCC2)o1	7	·	-23	-4	23	101	-1	·	72	0.1	21
45	COc1cc(OC)c(-c2nc3ccccc3s2)cc1OC	-4	-16	71*	-17	-71	103	9	0	0	-1.6	15
46	COc1ccccc1CN1CCNC(=O)C1CC(=O)NCCc1cnccn1 (centres undefined)	0	13	·	-4	·	97	4	·	11	0.4	40
47	CCN(c1ccccc1)S(=O)(=O)c1ccc(C(=O)NCc2ccco2)cc1	4	·	47	-12	·	104	2	·	-11	0.7	16
48	CCOc1ccccc1N1CCN(C(=O)c2c(C)noc2C)CC1	-14	5	-14	0	14	104	3	-14	15	1.6	0
49	Cc1ccc(C2(c3ccccc3)NC(=O)N(CC(=O)NC3(C#N)CCCC3)C2=O)cc1C (centres undefined)	-9	3	-12	-16	12	108	-1	41	0	-5.9	1
50	CCOCCCN(C)C1CCN(C(=O)c2oc3ccccc3c2NC(=O)COc2ccc(F)cc2)CC1	-4	6	-13	-6	13	99	-7	5	22	-1.0	28
